# Assay outcomes as filed in PubChem.
# CRFR2-BP antag: antagonists of CRF-BP/CRF-R2 complex, primary screen, cell-based, HEK293, calcium dye fluorescence, uHTS; CRF-induced calcium fluorescence; inhibition, % at 11.8 µM; 0.59% of 350,000 active; AID 588475, 2011;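 active means inhibition of the ligand-induced calcium signal above about 50% at the single tested concentration, limit read from the data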
# IDE inh: human IDE inhibitors in live cells, primary screen, fluorescence polarization, HEK cells, FAbetaB substrate. Insulin-degrading enzyme (Homo sapiens), P14735. FAbetaB cleavage. inhibition, % at 5.59 µM. 0.41% of 320,000 active;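 active means percent inhibition above the average of all tested compounds plus 3 SD, set per screening campaign, cut at about 16% in these data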;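 further: IDE supplied by intact live HEK cells; FP after avidin binding of uncleaved biotin substrate so inhibition keeps polarization high; 0% = DMSO wells and 100% = 60 µM reference IDE inhibitor Ii1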
# pCIP destab: p/CIP-EGFP fusion destabilizers, primary screen, fluorescence, F442A cells; 16 h; decrease of EGFP signal, % at 10 µM; 0.01% of 290,000 active; AID 1984, 2009;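 active means EGFP signal decrease of at least 30% at 10 µM or well 3 SD below plate mean, unless failing retest; inactive means the rest, including hits failing retest or dose response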; further: some compounds called inactive have numbers as strong as hits; many of its hits are not listed in these tables
# HCV NS3 hel inh: inhibitors of HCV NS3 helicase, primary screen, biochemical, Cy5 molecular beacon fluorescence. Hepatitis C virus NS3 helicase. inhibition, % at 10.9 µM. NS3 helicase DNA unwinding. 0.56% of 290,000 active;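 active means inhibition above the mean of all tested compounds plus 3 SD, set per campaign, cut at about 35% in these data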;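 further: 0% = DMSO wells and 100% = thioflavine S control wells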
#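 Test system: hepatitis C virus NS3 helicase domain fragment enzyme. Also added: annealed dual-labelled DNA beacon duplex, ATP-started. Timing: 60 min unwinding reaction at 25 °C after ATP addition. Technique: Cy5 fluorescence. Measure: % inhibition of unwinding.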
# IDE cell activ: human IDE activators in live cells, primary screen, fluorescence polarization, HEK cells, FAbeta-B substrate; FAbeta-B cleavage; 0% vehicle, 100% cell-free pure enzyme wells; activation, % at 5.96 µM; 0.073% of 340,000 active;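 active means activation above the mean of all tested compounds plus 3 SD, set per screening campaign, cut at about 17% in these data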
# GalR3 antagonist: GalR3 antagonists in HEK293 cells, primary screen, cell-based, fluorescence readout | Galanin receptor type 3 (Homo sapiens), O60755 | HEK293 GalR3-CNG cAMP membrane potential fluorescence; galR3 body fused to GalR1 C-terminus | inhibition, % at 3 µM | 0.44% of 360,000 active | AID 651719, 2012;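 active means inhibition above the screen-wide average plus 3 SD, cut at about 13% in these data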;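 further: forskolin and galanin both at EC90 stimulate the cells; cAMP rise reported by CNG channel membrane potential dye signal; 0% = forskolin plus galanin with DMSO and 100% = forskolin alone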
# Target sequence (O60755 1-299 limits assumed): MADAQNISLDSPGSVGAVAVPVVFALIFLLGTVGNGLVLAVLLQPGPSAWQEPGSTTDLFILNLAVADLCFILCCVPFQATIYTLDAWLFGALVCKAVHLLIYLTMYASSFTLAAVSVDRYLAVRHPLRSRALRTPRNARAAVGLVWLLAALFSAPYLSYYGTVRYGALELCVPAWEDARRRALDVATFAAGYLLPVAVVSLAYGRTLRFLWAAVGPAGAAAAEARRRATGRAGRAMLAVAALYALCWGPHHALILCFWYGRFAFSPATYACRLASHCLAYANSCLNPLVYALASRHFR
# IMP-1 inhibitor: IMP-1 metallo-beta-lactamase inhibitors, primary screen, biochemical, epi-absorbance readout, Pseudomonas aeruginosa enzyme | metallo-beta-lactamase IMP-1 (Pseudomonas aeruginosa) | purified IMP-1, nitrocefin hydrolysis, epi-absorbance fluorescence | inhibition, % at 5.6 µM | 0.45% of 290,000 active | AID 1556, 2009;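 active means inhibition above the mean plus 3 SD of all compounds in the same screening run, cut at about 4.5% in these data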;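 further: 0% = IMP-1 with DMSO and 100% = DMSO wells lacking enzyme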
#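 system = purified recombinant IMP-1 beta-lactamase | amount = 0.2 nM IMP-1, as dispensed | medium = HEPES buffer pH 7.1 with ZnSO4 and Brij 35 | times = 25 °C, 15 min preincubation, 25 min reaction | detection = plate fluorescence quenching by hydrolysis product, ex 480/em 530 nm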
# VIM-2 inh: VIM-2 metallo-beta-lactamase inhibitors, primary screen, biochemical, epi-absorbance readout, Pseudomonas aeruginosa enzyme. 0.89% of 290,000 active. inhibition, % at 5.6 µM. purified VIM-2, nitrocefin hydrolysis, epi-absorbance fluorescence. AID 1527, 2009;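 active means inhibition above the mean of all tested compounds plus 3 SD, cutoff set per screening run, cut at about 7.5% in these data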;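 further: red hydrolysis product quenches plate fluorescence so inhibitors raise well fluorescence; 0% = enzyme with DMSO and 100% = DMSO without enzyme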
# UBC9 SUMO inh: inhibitors of in vitro SUMOylation cascade, primary screen, biochemical, HTRF, uHTS | HTRF SUMOylation assay, SAE1/SAE2 + UBC9 | inhibition, % at 35 µM | 0.36% of 290,000 active; in the data active means inhibition above about 50%, passing the limit was not always enough; further: strong numbers were not always called active
# Target sequence (P63279 whole entry, looked up): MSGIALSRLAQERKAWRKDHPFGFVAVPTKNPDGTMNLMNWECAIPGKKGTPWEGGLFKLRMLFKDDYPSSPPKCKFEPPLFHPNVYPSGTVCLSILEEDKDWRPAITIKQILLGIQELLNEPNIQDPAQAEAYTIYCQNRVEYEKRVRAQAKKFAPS
# Active calls of the source: *; · = no result given.
SMILES,CRFR2-BP antag,IDE inh,pCIP destab,HCV NS3 hel inh,IDE cell activ,GalR3 antagonist,IMP-1 inhibitor,VIM-2 inh,UBC9 SUMO inh
COCCNc1oc(-c2ccc(F)cc2)nc1C#N,9,0,9,7,7,-2,-3.0,-2.9,15
CCN(Cc1ccccc1)S(=O)(=O)c1c(C(=O)N2CCCC2)c(C)n(C)c1C,4,-4,4,1,3,4,-2.1,-1.8,17
COC(=O)Cn1c(CN2CCN(c3ccc(F)cc3)CC2)nc2c1c(=O)n(C)c(=O)n2C,-5,0,-31,·,0,·,·,·,16
O=S(=O)(c1cc(Cl)ccc1Cl)n1ccnc1,1,·,-11,-3,2,1,0.5,-4.8,10
CCN(C(=O)COC(=O)c1cc2c(s1)CCCC2)c1c(N)n(Cc2ccccc2)c(=O)[nH]c1=O,-5,-3,·,·,0,-6,·,·,·
COc1ccccc1C(C)Nc1nc(-c2cccnc2)nc2ccccc12 (centres undefined),-5,-3,-9,-12,-5,-12,-1.8,0.8,4
O=C(Nc1cccc([N+](=O)[O-])c1)c1ccc(CN2CCOCC2)cc1,-4,1,-12,-10,5,-2,-2.8,-2.5,-8
COc1ccc(CCNC(=O)CN(c2ccc(OC)c(OC)c2)S(C)(=O)=O)cc1,8,6,3,-5,4,-6,-1.6,0.6,29
Cc1ccc(NC(=O)c2ccccc2)cc1-n1cnnn1,10,1,2,25,-1,-6,-1.7,0.0,8
O=C(COc1ccc2ccccc2c1Br)N1CCN(c2ccccn2)CC1,-11,0,-1,-6,-17,-7,-6.6,-5.2,-10
COc1cccc2[nH]c(=O)c(-c3ccccc3)cc12,-37,0,6,15,-2,-9,-0.1,-2.3,-3
CCCCc1cc(=O)oc2cc(OCC(=O)NCc3ccccn3)ccc12,-13,7,7,-4,-2,-7,-2.3,-1.6,-4
O=C(CSc1nc(-c2ccccc2)nc2c1Cc1ccccc1O2)Nc1ccccc1,·,2,-23,-2,·,·,-3.5,0.6,18
CCCN1CCC(=O)N([C@H](CO)Cc2ccccc2)CC1,5,-4,-4,3,0,-5,-2.5,-3.0,9
Cc1ccc(-n2c(O)c(C=Nc3ccc(S(=O)(=O)Nc4ncccn4)cc3)c3ccccc3c2=O)cc1C,17,2,-24,14,-4,1,-2.9,-2.0,31
CC(C)=N/N=C(/c1ccc([N+](=O)[O-])cc1)C12CN3CN(CN(C3)C1)C2,-10,2,5,3,-4,-4,-1.1,-5.7,3
COc1ccccc1C(=O)NC(=O)Nc1c(C)cc(C)cc1C,-14,4,-10,-9,2,-5,-4.5,-1.3,-4
CC(C)N(C(=O)CSc1nc(COc2ccccc2)nc2ccccc12)C(C)C,-33,4,-6,0,4,-5,-1.4,0.6,-8
COc1ccc(OC)c(S(=O)(=O)n2cccn2)c1,-10,9,-10,-4,4,-3,-1.4,-1.0,11
O=C(CNc1cccc2ccccc12)N/N=C/C(Br)=C/c1ccccc1,-44,1,-12,-6,1,-8,-1.8,-2.0,49
CC1CC1C(=O)Nc1nc2ccc(Cl)cc2s1 (centres undefined),-7,5,·,·,1,-11,·,·,·
O=C(CCc1nnc2ccc(N3CCCC3)nn12)Nc1cc(F)ccc1F,27,0,-18,3,3,-1,0.5,1.6,17
CCN(C(=O)CSc1nnc(-c2ccc(Cl)cc2)n1C)C1CCS(=O)(=O)C1 (centres undefined),4,2,19,-2,8,-3,0.0,1.9,-15
CC(C)CC1NC(=O)N(CC(=O)Nc2ccccc2-c2ccccc2)C1=O (centres undefined),-17,-4,3,7,4,1,-3.5,-1.5,4
COc1c(C)cc(C(=O)C2CCCN(Cc3c(C)n(C)n(-c4ccccc4)c3=O)C2)cc1C (centres undefined),0,1,-4,13,·,-1,-2.7,-2.3,2
Cc1cc(NC(=O)Nc2ccccc2[N+](=O)[O-])no1,-49,0,-5,4,0,-3,-2.0,-1.9,12
O=C(O)C(c1ccccc1)N1C(=O)/C(=C\c2ccc(-c3cccc(Cl)c3)o2)SC1=S (centres undefined),-36,3,-25,9,-5,-9,-0.5,-0.6,7
O=c1c2c3c(sc2n(CCN2CCCC2)c(=O)n1Cc1ccccc1)CCCCC3,-16,-3,13,-57,·,-5,-2.5,-2.3,-2
CCOC(=O)CSc1nc2c(c(=O)n1-c1ccc(OCC)cc1)SCC2,19,3,11,4,4,-3,0.9,0.3,-7
O=C(CN1CCC(n2nnc3ccccc32)CC1)Nc1ccc2c(c1)CCC2,-8,6,-8,-8,1,1,0.2,-0.8,-4
CCc1ccc2c(c1)cc(CN(C(=S)Nc1ccccc1C)C1CC1)c1nnnn12,-8,0,10,2,4,0,-1.9,-3.9,1
Cc1ccc(OCCNS(=O)(=O)c2ccc(Cl)cc2)cc1,0,-1,·,·,2,2,·,·,·
CN(C)CCn1nnnc1SCC1=C(C(=O)O)N2C(=O)[C@@H](NC(=O)Cc3csc(N)n3)[C@H]2SC1,-2,2,·,·,0,-1,·,·,·
COc1ccc(CCNC(=O)c2ccccc2NC(=O)c2ccco2)cc1OC,13,3,-1,3,11,-5,-6.3,-4.2,13
COCCN1C(=O)C(=O)/C(=C(/O)c2ccc(S(=O)(=O)N3CCCCC3)cc2)C1c1ccc(OC)c(OC)c1 (centres undefined),11,2,-2,11,-1,-3,-0.7,0.3,5
COc1ccc(C(C)(C)C)cc1NC(=O)Cn1cnnn1,-5,-1,3,-4,5,-8,-2.6,-2.6,8
CCOC(=O)N1CCN(CC(=O)Nc2ccc(F)c(F)c2F)CC1,-11,0,1,-9,3,-1,-2.5,-2.7,16
O=C(CN1C(=O)/C(=C/c2cccc(Br)c2)SC1=S)NC1=NCCS1,2,4,-2,14,-1,-4,-1.2,-4.7,45
Cc1ccc(C2(C)NC(=O)N(CC(=O)NNC(=O)c3cc(C)oc3C)C2=O)cc1 (centres undefined),3,-3,·,·,4,-2,·,·,·
Cc1ccc(S(=O)(=O)N(Cc2ccccc2)c2ccccc2C(=O)N2CCCCC2)cc1,11,4,-9,-4,-3,-7,-2.2,-0.9,-7
CCOc1ccc(N2C=Nc3ccc(OCC)cc3C2)cc1,4,4,5,-33,0,-11,-0.6,1.9,16
Cc1nc(C(=O)Nc2cccc(Cl)c2Cl)nn1-c1cc(OC(C)C)c(Cl)cc1Cl,-27,-5,6,-7,0,-2,-2.7,-1.9,-1
CC(C)CCOc1ccc(-c2c(=O)n(OCc3ccc([N+](=O)[O-])cc3)c3ccccc3[n+]2[O-])cc1,2,3,-12,7,-1,-3,-1.7,-0.2,-21
O=C1OC(Nc2ccc3c(c2)OCO3)c2ccccc21 (centres undefined),-1,-2,-11,7,6,2,-5.4,-1.3,-6
CCN(CC(=O)NCc1cccs1)C(=O)c1ccc(S(=O)(=O)Nc2ccccc2C)cc1,0,2,·,·,6,-1,·,·,·
Cc1nc(/C(N)=N/OC(=O)c2cccc(Cl)c2)c(C(F)(F)F)o1,10,-1,-2,-3,0,-7,-0.7,-2.3,7
Cc1ccc2[nH]c3c(=O)n(CCCN4CCOCC4)cnc3c2c1,-2,4,4,-6,-8,-1,0.8,2.5,4
Cc1ccc(S(=O)(=O)N2CCN(S(=O)(=O)N3CCCCC3)CC2)c(C)c1,3,6,-5,15,-2,-2,-3.2,0.7,-10
COc1ccccc1C(=O)NCCn1cc(SCC(=O)NCC2CCCO2)c2ccccc21 (centres undefined),1,7,-5,-6,7,-2,0.3,-1.0,13
OC1COC(OCC2OC(OCc3ccccc3)C(O)C(O)C2O)C(O)C1O (centres undefined),0,-4,4,0,7,2,-1.3,0.0,8
O=C(NCc1ccc2c(c1)OCO2)c1ccc2c(c1)C(=O)N(Cc1cccnc1)C2=O,13,1,-8,6,5,2,-2.6,-1.9,13
C/C=C/C(=O)Nc1ccccc1Br,-5,3,5,3,0,4,1.5,-2.5,13
O=C(O)c1ccc(Cn2cc(C(F)(F)F)ccc2=O)cc1,11,-2,0,8,6,-3,1.1,3.9,2
COc1ccc(CCNC(=O)Cn2nc(C(=O)O)c3ccccc3c2=O)cc1OC,3,-2,16,-5,-3,0,-3.2,1.7,0
COc1ccc(CCn2nnc(-c3ccc(NC(C)=O)c(Cl)c3)n2)cc1,18,0,6,1,6,-1,-1.0,-5.3,6
Oc1c(Br)cc(Br)c(/C=N/n2c(-c3ccccc3)n[nH]c2=S)c1Br,31,3,9,39*,0,-10,-0.3,-1.4,38
Cc1ccc2c(Cl)c(C(=O)Nc3nn[nH]n3)sc2c1,-5,3,5,-13,·,-6,-3.6,2.9,0
Cc1ccc([C@@H]2C[C@H]3CN(Cc4cccc(Cl)c4)C(=O)[C@]34CCCN24)o1,26,-2,-14,2,-4,2,-0.6,0.1,8
Cc1ccc(N2CC(C(=O)N3CCOCC3)CC2=O)cc1C (centres undefined),-1,0,3,25,3,-7,0.2,-0.7,2
O=C(Nc1ccccc1C(=O)NC1CCCCC1)c1ccccc1,-7,-3,-16,3,0,-3,-4.1,-1.2,-1

# Next section
SMILES,CRFR2-BP antag,IDE inh,pCIP destab,HCV NS3 hel inh,IDE cell activ,GalR3 antagonist,IMP-1 inhibitor,VIM-2 inh,UBC9 SUMO inh
Cc1cccc(NC(=O)c2cnc3scc(C)n3c2=O)c1,-24,-1,2,-4,2,-4,-2.7,-2.3,4
COc1cc(/C=C(\C#N)C(=O)N2CCc3ccccc32)ccc1O,-23,14,-2,-11,-29,-5,-0.7,1.5,-9
O=C(Cn1cnc2ccccc2c1=O)N1CCN(c2ccc(F)cc2)CC1,-15,8,5,1,2,-1,0.0,0.3,13
COc1ccccc1C1CCCN1Cc1nc(-c2ccc(C)s2)oc1C (centres undefined),1,-6,-9,0,3,-6,2.3,-4.4,8
COc1ccc(N(CC(=O)N2CCCCCC2)S(=O)(=O)c2ccccc2[N+](=O)[O-])c(OC)c1,1,2,-5,0,-6,-10,-2.3,-2.6,6
FC(F)(F)c1cccc(-c2nn[nH]n2)c1,2,-1,-2,-5,-5,-1,-1.9,-1.1,-3
Cc1ccc(C(=O)NCCCN2CCOCC2)c(Cl)c1,-6,0,1,13,0,-9,-1.2,-2.5,0

# Whole records as entered above:
# COc1cc(/C=C(\C#N)C(=O)N2CCc3ccccc32)ccc1O as listed: CRFR2-BP antag = -23; IDE inh = 14; pCIP destab = -2; HCV NS3 hel inh = -11; IDE cell activ = -29; GalR3 antagonist = -5; IMP-1 inhibitor = -0.7; VIM-2 inh = 1.5; UBC9 SUMO inh = -9
# Cc1cccc(NC(=O)c2cnc3scc(C)n3c2=O)c1 as listed: CRFR2-BP antag = -24; IDE inh = -1; pCIP destab = 2; HCV NS3 hel inh = -4; IDE cell activ = 2; GalR3 antagonist = -4; IMP-1 inhibitor = -2.7; VIM-2 inh = -2.3; UBC9 SUMO inh = 4
